Source: PubChem BioAssay
A549 viability – Nrf2 qHTS screen for inhibitors: counterscreen for cytotoxicity; hit rate 0.16% among 390,000; Potency, µM (series often up to 46 µM), without a hit: at the top dose activity change, negative = cytotoxicity, actives largely listed as inhibitors; A549 ARE-Fluc cells, CellTiter-Fluor viability, 18-24 h; AID 504648, 2011; further: potency means the concentration at half of the fitted maximal effect; on the % scale 0 is the no-effect control and ±100 the full control effect
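A549 ARE_Fluc cells in 5% FBS OPTI-MEM were exposed to compounds in concentration-response for 18-24 h at 37 deg C. Viability was read by CellTiter-Fluor fluorescence (Ex 405/Em 525) after 30 min, before the luciferase read.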
Akt phos inh – HTS Assay for Inhibitors of Akt Phophorylation: Primary Screen; Neuro2A IGF-stimulated pAkt S473 HTRF, 20 min; active compounds read low; activity change, % for hits at 50 µM; hit rate 0.32% among 360,000; in the data active means activity change below about -80%; inconclusive means mostly about -51% to -80%; further: on the % scale 0 is the no-effect control and ±100 the full control effect
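Single-point screen (50 µM final compound) in Neuro2A cells stimulated 20 min with 6 nM IGF at 37 deg C. After lysis, Ser473-phosphorylated Akt read by HTRF (ex 330 nm, em 615/665 nm) as the 665/615 ratio.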
Nrf2 inh – Nrf2 qHTS screen for inhibitors; A549 ARE-Fluc reporter, luciferase luminescence, 18-24 h; Potency, µM (series often up to 46 µM), for the others: at the highest dose activity change, negative = inhibition, most hits filed as inhibitors; hit rate 2.1% among 360,000; further: potency means the concentration at half of the fitted maximal effect; on the % scale 0 is the no-effect control and ±100 the full control effect; nearly all actives have a fitted effect of over 60% in size
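Cells were seeded and rested 2 h, then exposed to compounds for 18-24 h. CellTiter-Fluor was read first as a viability measure. BugLite was added 15 min before the final luminescent read of ARE-luciferase activity in A549 cells.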
Abeta rescue – qHTS for compounds that reverse cellular toxicity of Amyloid beta (A-beta) peptide in yeast: Primary Screen; hit rate 0.063% among 410,000; Potency, µM (highest dose often 46.1 µM), inactives show top-dose growth rescue, actives largely listed as activators; yeast expressing A-beta42, growth rescue, OD600, 48 h; response scale: 0% DMSO, 100% iron-clioquinol control; AID 1347071, 2019; further: potency means the concentration at half of the fitted maximal effect; nearly all actives have a fitted effect of over 55% in size
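Yeast growth medium received pinned compounds, then yeast cells expressing toxic A-beta were added; plates incubated at 30 C for 48 hr. Growth read as absorbance at 600 nm, normalized to DMSO and equimolar FeCl3 plus clioquinol controls.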
Nrf2 activator – qHTS of Nrf2 Activators; AREc32 ARE-luciferase reporter (MCF7-derived line), luminescence, 24 h; Potency, µM (doses to about 46.1 µM), for the others: top-dose activation, actives largely listed as activators; AID 624171, 2012; hit rate 0.31% among 410,000; further: potency means the concentration at half of the fitted maximal effect; % of control where 0% means no effect; nearly all actives have a fitted effect of over 65% in size
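For detection, Steady-Glo was added and plates sat 30 min at RT; before that, AREc32_Fluc cells grown overnight in OPTI-MEM/5% FBS had been treated with 23 nL compound for 24 hr at 37 deg C.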
HepG2 tox – qHTS for Inhibitors of TGF-b: Cytotox Counterscreen; HepG2 CAGA-GFP viability, ATP luminescence, 18 h; Potency, µM (highest dose often 46.1 µM), inactives show top-dose activity change, negative = cytotoxicity, usual class: cytotoxic; hit rate 0.76% among 410,000; AID 588856, 2011; further: potency means the concentration at half of the fitted maximal effect; some results filed as inactive show a strong effect at the top dose
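CellTiter-Glo luminescence gave cytotoxicity after 18 hours at 37 degrees C. The cells were HepG2 CAGA-GFP in 1% FBS DMEM, stimulated with 500 pg/mL TGF-beta after compound addition. %Activity was normalised to no-cell wells (complete cell-killing) and DMSO (no toxicity), and curves were fitted and classified.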
Mm-Cpn inhibitor – Inhibitors of TCP-1 ring complex (TRiC) of Methanococcus maripaludis (MmCpn): qHTS. Chaperonin Mm-Cpn (Methanococcus maripaludis). hit rate 0.031% among 330,000. purified Mm-Cpn ATPase, ADP Transcreener TR-FRET. Potency, µM (highest dose often 76.9 µM), without a hit: at the top dose activity, negative = inhibition, most hits filed as inhibitors; further: potency means the concentration at half of the fitted maximal effect; on the % scale 0 is the no-effect control and ±100 the full control effect; nearly all actives have a fitted effect of over 80% in size
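Purified archaeal Mm-CPN (25nM final) preincubated 10 min at 37degC with compound, then 10uM ATP for 30 min at 37degC; ADP measured by HTRF Transcreener TR-FRET; buffer 30 mM TRIS pH 7.4, 100mM KCl, 5mM MgCl2, 1mM DTT.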
CCT chaperon mod – High-Throughput Screening for Modulators of Cytosolic Chaperonin Activity. hit rate 0.3% among 360,000. purified chaperonin ATPase assay, HTRF ADP detection, 30 min. activity change, % (test concentration not listed), hits read low; in the data active means activity change below about -30%; further: on the % scale 0 is the no-effect control and ±100 the full control effect
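We incubate TRiC, 40 or 20 nM final, with library compounds at 76 uM and 10 uM ATP for 30 min at 37 °C. ADP formed is detected with Transcreener HTRF reagents after 30 min at room temperature.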
TGFb SMAD3 inh – qHTS for Inhibitors of TGF-b. HepG2 CAGA-GFP TGF-b/SMAD3 reporter, GFP fluorescence, 18 h; TGF-beta stimulated, 500 pg/mL final. Potency, µM (highest dose often 46.1 µM), for the others: at the highest dose activity, negative = inhibition, actives largely listed as inhibitors. hit rate 1.2% among 410,000; further: potency means the concentration at half of the fitted maximal effect; on the % scale 0 is the no-effect control and ±100 the full control effect; nearly all actives have a fitted effect of over 65% in size
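HEPG2 CAGA-GFP reporter cells (1000/well, DMEM with 1% FBS) received compounds, then recombinant TGF-beta at 500 pg/mL final for 18 hours at 37 degrees C. Per-cell GFP summed per well was normalised to unstimulated and stimulated DMSO controls before curve fitting.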
Numbers without * were called inactive; i = inactive; u = inconclusive; x = no result given; [ ] = remark or other dose. Unless noted, the call rests on the fitted dose curve; in most records, active means well fitted curve in the direction sought with a large enough effect; inconclusive means small, poorly fitted or top-dose-only effect, or another doubt; inactive means no such curve, though single readings can be large; an effect the other way counts as inactive or inconclusive. Not a hit list; about 4.3% have a hit in one of these screens.

SMILES	A549 viability	Akt phos inh	Nrf2 inh	Abeta rescue	Nrf2 activator	HepG2 tox	Mm-Cpn inhibitor	CCT chaperon mod	TGFb SMAD3 inh
Cc1ccc(C(=O)Nc2ccccc2C(=O)NC(CC(=O)O)C(=O)O)cc1 (stereo not given)	-6%	i	10%	-12%	3.9%	-17%	-7%	-5.8	14%
COc1ccc(S(=O)(=O)N2CCOCC2)cc1C(=O)Nc1nc2ccccc2s1	1%	i	u	-9%	-0.5%	-15%	-5%	-3.2	-17%
CC(c1ccccc1)n1cc2c(c1-c1ccccc1Br)c(=O)n(C)c(=O)n2C (stereo not given)	-17%	x	-29%	-13%	3.0%	-30%	x	x	u
Cc1ccc(S(=O)(=O)NC(=O)NCC2CCN(S(=O)(=O)c3ccccc3)CC2)cc1	-4%	i	-1%	-16%	-0.6%	-11%	0%	-1.4	-12%
CCN(CC(=O)Nc1ccc(NC(C)=O)cc1)C(=O)Cc1ccc(S(=O)(=O)N2CCOCC2)s1	-10%	i	2%	-3%	-0.3%	12%	-1%	-3.3	5%
COc1cc(OC)cc(C(=O)NCC(=O)OCC(=O)C(C)(C)C)c1	0%	i	11%	-18%	0.8%	-6%	0%	2.8	0%
Cc1cc(C)cc(OCC(=O)OCC(=O)N2CCc3ccccc32)c1	-4%	i	-1%	29%	0.3%	6%	1%	0.1	0%
CCOc1ccc(-c2nc(-c3ccccc3)c(-c3ccccc3)[nH]2)cc1OCC	-4%	x	4%	3%	1.1%	-20%	x	x	-5%
O=C(NCCc1ccc(F)cc1)C(=O)NCC(c1ccco1)S(=O)(=O)c1ccccc1 (stereo not given)	-1%	x	x	-15%	-0.6%	-25%	x	x	-22%
COc1ccc(NC(=O)CSc2nc(N)c(C(=O)Nc3ccc(N(C)C)cc3)s2)cc1	-10%	i	x	-1%	4.5%	-2%	-1%	-1.1	0%
O=C(NCC1CCCCC1)c1ccc2nc([C@@H]3O[C@H](CO)[C@H](O)[C@H](O)[C@H]3O)[nH]c2c1	x	i	x	14%	-0.6%[9.22 µM]	8%	x	-1.1	12%
C=CCSc1nc(N)c(C#N)c(-c2ccc(C)cc2)c1C#N	-10%	i	x	19%	3.4%	-3%	-5%	-4.0	1%
CCOC(=O)c1noc2ncnc(N3CCN(c4cccc(Cl)c4)CC3)c12	14%	x	u	-10%	4.7%	-34%	x	x	u
FC(F)(F)c1ccc(C2[C@H]3CN(Cc4ccc(-c5ccccc5)cc4)[C@H](c4ccccc4)C34CC2(c2ccccc2)C4)cc1 (stereo not given in full)	2%	i	7%	5%	3.7%	0%	2%	-1.9	21%
COc1cc(C(=O)Oc2cccnc2)cc(OC)c1OC	0%	i	16%	-13%	0.0%	1%	1%	0.2	0%
Cn1nnnc1SCC1=C(C(=O)O)N2C(=O)C(NC(=O)C3CC3c3ccccc3)C2SC1 (stereo not given)	-7%	i	0%	-8%	4.7%	4%	-3%	-1.2	9%
COc1cccc(C(=O)NC(=O)Nc2ccc(-c3cc(C(F)(F)F)nn3-c3ccccc3)cc2)c1	-2%	x	u	-18%	-0.4%	-20%	x	x	u
COc1cc(/C=C2/C(=O)N(c3ccc(C(=O)O)cc3)N=C2C)cc(OC)c1O	-4%	i	-9%	12%	1.8%	5%	-3%	0.0	14%
Cc1nn(Cc2ccccc2)c(C)c1/C=N/NC(=O)CNc1cccc(C(F)(F)F)c1	8%	i	u	0%	8.8%	-67%	-1%	-1.2	u
Cc1ccc(CNC(=O)C2CCCN(c3nn4c(=O)cc(C)nc4s3)C2)cc1 (stereo not given)	-2%	i	8%	-8%	5.4%	0%	3%	-1.0	0%
CCOc1ccc(CCNC(=O)c2nnn(CC(=O)Nc3ccc(OC)cc3)c2N)cc1OCC	-5%	i	3%	11%	-0.6%	6%	3%	0.9	6%
CCCN1CCC(N(CCc2ccccc2)Cc2ccccc2)CC1	u	i	-2%	10%	-1.8%	-19%	-6%	-2.9	-9%
O=C(CN(c1ccccc1)S(=O)(=O)c1ccc(F)cc1)N1CCCCCC1	-3%	i	x	-9%	0.0%	1%	x	0.0	6%
Cc1nn(C)c2c1c(C(F)(F)F)cc(=O)n2Cc1cccc(Br)c1	18%	x	u	-4%	0.1%	4%	x	x	0%
CC(C)(C)OC(=O)NCc1ccc(CNC(=O)c2[nH]cnc2C(=O)NC2CCN(C(=O)OC(C)(C)C)CC2)cc1	-10%	i	u	3%	-0.7%	4%	-2%	-2.3	u

Retrieved by structure from above, two records:
SMILES	A549 viability	Akt phos inh	Nrf2 inh	Abeta rescue	Nrf2 activator	HepG2 tox	Mm-Cpn inhibitor	CCT chaperon mod	TGFb SMAD3 inh
CCN(CC(=O)Nc1ccc(NC(C)=O)cc1)C(=O)Cc1ccc(S(=O)(=O)N2CCOCC2)s1	-10%	i	2%	-3%	-0.3%	12%	-1%	-3.3	5%
COc1cccc(C(=O)NC(=O)Nc2ccc(-c3cc(C(F)(F)F)nn3-c3ccccc3)cc2)c1	-2%	x	u	-18%	-0.4%	-20%	x	x	u

Continued:
SMILES	A549 viability	Akt phos inh	Nrf2 inh	Abeta rescue	Nrf2 activator	HepG2 tox	Mm-Cpn inhibitor	CCT chaperon mod	TGFb SMAD3 inh
CC(CCc1ccccc1)NC(=O)C1CC1 (stereo not given)	11%	i	-1%	-16%	0.9%	-15%	x	0.3	0%
O=C(Nc1ccc(Cl)cn1)C1CCN(S(=O)(=O)c2cccs2)CC1	-1%	i	u	-18%	0.8%	-23%	-2%	1.5	u
Cc1nc(C(=O)NNC(=O)c2ccccc2Cl)c(C(F)(F)F)o1	0%	i	8%	-2%	-0.7%	-39%	-1%	-1.6	0%
Cc1cc(C)nc(SCc2ccc(C(=O)N/N=C/c3ccccc3C(=O)O)cc2)n1	-3%	i	5%	-10%	0.3%	-3%	-8%	-2.5	-4%
Cc1cc(NC(=O)c2cc(CC(C)C)on2)n(-c2ccccc2)n1	24%	i	13%	-5%	-1.2%	-13%	-3%	0.3	-1%
COc1ccc(CC(=O)Nc2cccc(-c3nnc(-c4ccc(C)cc4)o3)c2)cc1OC	-26%	x	u	-12%	0.8%	-27%	-6%	-0.5	u
O=C(CSCc1ccc(Br)cc1)Nc1ccc(S(=O)(=O)N2CCCCCC2)cc1	-3%	i	u	11%	2.8%	-31%	2%	-2.4	u
CCOC(=O)c1c(C)[nH]c(C(=O)CN2CCOCC2)c1C	8%	i	x	-16%	-1.0%	-11%	x	-0.9	2%
COc1cccc(CNC(=O)Cn2ncc3c4ccccc4n(Cc4ccccc4)c3c2=O)c1	-7%	x	u	-3%	0.6%	0%	x	x	7%
CC(C)CNC(=O)CN1C(=O)NC2(CCCc3ccccc32)C1=O (stereo not given)	-7%	i	-1%	6%	-0.2%	27%	-1%	-0.6	-25%
O=C1C2C3C=CC(C3)C2C(=O)N1Cc1ccccc1 (stereo not given)	-11%[1.84 µM]	i	6%	5%	-0.2%	10%	0%	-0.1	-16%
O=C(Cn1nc(-c2ccco2)ccc1=O)Nc1cc(Cl)ccc1Cl	-5%	i	u	1%	6.8%	0%	-2%	-1.6	3%
CC(C)(C)C(=O)Nc1nnc(SCC(=O)Nc2ccc3c(c2)OCO3)s1	-8%	i	-7%	-4%	-0.5%	28%	-2%	-2.2	9%
CC(C)CN1CCN=C1N(C)C	-6%	i	0%	-14%	-1.1%	0%	1%	-3.1	-4%
FC(F)(F)C(Oc1nc(NC2CCCCC2)nc(N2CCOCC2)n1)C(F)(F)F	-28%	i	-47%	16%	-0.6%	-24%	3%	0.3	-7%
N#Cc1c(N)n(CCNC(=O)c2ccccc2)c2nc3ccccc3nc12	u	i	-35%	-6%	-0.5%	1%	-3%	-4.0	4%
Cc1cccc(NC(=O)N2CCC(N3CCN(Cc4ccccc4)C(=O)C3=O)CC2)c1C	-6%	x	x	-4%	-1.2%	2%	x	x	-8%
CCOC(=O)c1[nH]c2ccc(C)cc2c1N=C(C)N(C)C	2%	i	8%	-7%	0.8%	26%	-3%	1.4	-11%
CCc1ccc(C(=O)c2cn(CC(=O)Nc3ccc4c(c3)OCO4)c3ccc(F)cc3c2=O)cc1	-6%	x	u	-3%	-0.6%	-7%	x	x	u
COC(=O)C1CCCN1C(=O)C12CC3CC(CC(C3)C1)C2 (stereo not given)	-3%	i	3%	17%	2.0%	-4%	0%	3.3	-2%
O=C(CSC1CC(=O)N(CC(c2ccccc2)c2ccccc2)C1=O)Nc1ccc(Cl)cc1 (stereo not given)	u	i	u	9%	7.6%	-27%	0%	2.6	u
CCCc1cc(C(=O)N(C2CCCCC2)C2CCCCC2)no1	3%	i	3%	12%	0.7%	-25%	0%	0.3	-28%
Cc1nn(CC(=O)Nc2ccc3c(c2)nc(CN2CCCC2)n3C)c(=O)c2ccccc12	-1%	x	-15%	-4%	-0.6%	-1%	0%	-0.8	4%
C[C@@H]1CN([C@H](C)CO)S(=O)(=O)c2ccc(C#C[C@@H](C)O)cc2O[C@@H]1CN(C)Cc1ccc(-c2ccccc2)cc1	x	i	x	3%	-3.7%	-39%	x	-0.7	u
CC(=O)c1ccc(NC(=O)C(C)N2CCN(C/C=C/c3ccccc3)CC2)cc1 (stereo not given)	11%	i	18%	-10%	4.4%	12%	0%	-1.3	20%
O=C(NCCc1ccc(Cl)cc1)c1cccnc1	-15%	i	17%	-11%	0.1%	-1%	2%	-2.6	17%
